D1 PAM – enhances dopamine response at the human D1 receptor | P21728 | HEK293 TREx D1 cells, calcium flux, dopamine EC20 potentiation | 360,000 compounds, 0.036% hits | potentiation, % at 10 µM; in the data active means potentiation above about 30%; further: 0% is about no effect
RXFP1 antag – blocks the human relaxin receptor RXFP1 | Q9HBX9 | HEK293-RXFP1, relaxin-stimulated cAMP HTRF, 30 min; active compounds read low | activity change, negative = inhibition, % at 57.5 µM | 350,000 compounds, 0.59% hits | AID 1259400;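 active means activity change of -60% or lower, but not beyond a set lower limit; inconclusive means change between -60% and -40%, or beyond the set limit; inactive means change above -40%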; further: on the % scale 0 is the no-effect control and ±100 the full control effect
Target sequence (Q9HBX9 whole entry, looked up): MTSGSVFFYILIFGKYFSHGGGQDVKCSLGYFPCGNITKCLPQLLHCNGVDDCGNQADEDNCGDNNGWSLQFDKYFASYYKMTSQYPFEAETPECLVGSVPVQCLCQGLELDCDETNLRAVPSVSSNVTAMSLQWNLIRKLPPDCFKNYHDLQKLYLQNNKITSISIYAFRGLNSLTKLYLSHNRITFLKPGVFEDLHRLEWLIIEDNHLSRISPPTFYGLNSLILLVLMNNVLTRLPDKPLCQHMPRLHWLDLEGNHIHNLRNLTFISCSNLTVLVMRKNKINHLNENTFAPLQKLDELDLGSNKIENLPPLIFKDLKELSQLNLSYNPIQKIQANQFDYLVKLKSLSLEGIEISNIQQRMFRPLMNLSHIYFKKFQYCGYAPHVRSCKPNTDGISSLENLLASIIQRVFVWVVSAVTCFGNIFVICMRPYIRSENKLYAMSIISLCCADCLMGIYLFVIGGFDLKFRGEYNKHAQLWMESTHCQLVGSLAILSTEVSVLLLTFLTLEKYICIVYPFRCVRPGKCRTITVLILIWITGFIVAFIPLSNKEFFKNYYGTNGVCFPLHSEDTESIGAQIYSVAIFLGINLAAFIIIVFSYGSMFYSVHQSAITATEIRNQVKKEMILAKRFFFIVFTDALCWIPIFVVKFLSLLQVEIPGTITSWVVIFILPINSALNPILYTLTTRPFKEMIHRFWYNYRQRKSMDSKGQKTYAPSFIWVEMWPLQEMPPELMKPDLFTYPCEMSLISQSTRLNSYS
Glioma ERSR ind – ER stress response induction in glioma; 420,000 compounds, 0.02% hits; U87-MG GRP78 promoter luciferase reporter, 16 h; Potency, µM, inactives show top-dose activation, actives largely listed as activators; further: potency means the concentration at half of the fitted maximal effect; series mostly up to about 76 µM; % of control where 0% means no effect; nearly all actives have a fitted effect of over 35% in size
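Stably transfected U87-MG glioma cells carrying a GRP78-based luciferase sensor; 16 h compound incubation. Luminescence end-point read 10 min after Bright-Glo addition at room temperature.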
Vif-APOBEC3F blk – Vif-A3F binding inhibition. HeLa A3F-eYFP + Vif (tagged APOBEC3F with the HIV-1 protein that degrades it), YFP fluorescence increase. AID 602313. 390,000 compounds, 0.2% hits. Potency, µM (titrated, usually from 46.1 µM), inactives show top-dose activity, negative = active; further: potency means the concentration at half of the fitted maximal effect; % of control where 0% means no effect; nearly all actives have a fitted effect of over 65% in size
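HeLa cells stably expressing A3F-eYFP plus Vif, plated and incubated overnight at 37 deg C, then exposed to compounds overnight at 37 deg C. Blocked degradation read as raised yellow fluorescence (Ex 488/Em 500-530).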
D2 PAM – D2 dopamine receptor (human) potentiation. P14416. HEK293 T-REx D2, calcium flux, EC20 dopamine potentiation. potentiation, % at 10 µM. 340,000 compounds, 0.34% hits. AID 485347;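 active means potentiation over 3 SD above the plate norm, cut at about 30% in these data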; further: 0% is about no effect
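Primary screen. Calcium kinetics in induced HEK293 T-REx D2 cells: compound pre-addition 180 s, EC20 dopamine, 180 s more.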
Vif-APOBEC3G blk – blocks the Vif interaction with human APOBEC3G. HeLa A3G-eYFP + Vif (tagged APOBEC3G with the HIV-1 protein that degrades it), YFP fluorescence, overnight. Potency, µM (titrated, usually from 46.1 µM), without a hit: top-dose activity, negative = active, usual class: inhibitors. 410,000 compounds, 0.076% hits. AID 602310;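 further: potency means the concentration at half of the fitted maximal effect; on the % scale 0 is the no-effect control and ±100 the full control effect; nearly all actives have a fitted effect of over 60% in size; hits raise eYFP signal because A3G escapes Vif-driven loss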
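HeLa cells stably expressing Vif and C-terminally eYFP-tagged A3G, seeded overnight at 37 deg C, then exposed to compound by pintool overnight at 37 deg C. Rise in yellow fluorescence (Ex 488/Em 500-530, Acumen) marks blocked Vif-driven A3G degradation.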
RXFP1 agonist – RXFP1 (human) receptor agonism. Q9HBX9. HEK293T-RXFP1 cAMP TR-FRET, 30 min; response scale: percent of porcine relaxin response, buffer zero. Potency, µM (titrated, usually from 57.5 µM), inactives show top-dose activation, usual class: activators. 370,000 compounds, 0.3% hits. AID 2676; further: potency means the concentration at half of the fitted maximal effect; on the % scale 0 is the no-effect control and ±100 the full control effect; nearly all actives have a fitted effect of over 60% in size; many of its hits are not listed in these tables
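HEK293 cells stably expressing RXFP1, treated 30 min at 37C with compounds plus PDE4 inhibitor Ro 20174; cAMP measured by HTRF TR-FRET. Normalized to buffer and 29 nM porcine relaxin; EC50 by Hill fit.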
D1 agonist – human D1 receptor agonism | P21728 | HEK293 T-REx D1 cells, calcium flux, agonist mode | activation, % at 2 µM | 360,000 compounds, 1% hits; in the data active means activation above about 30%; further: 0% is about no effect
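Inducible HEK293 T-REx D1 cells, force-coupled to calcium signalling, were plated at 4000 cells/well with tetracycline and held overnight at 30 C. After no-wash calcium dye loading, compound-evoked calcium rise over 180 s flagged agonists.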
D1 antag – blocks dopamine activation of the human D1 receptor; 360,000 compounds, 3.2% hits; P21728; HEK293 TREx D1 cells, calcium flux, dopamine EC80; active compounds read low; AID 504652; activity change, negative = inhibition, % at 10 µM; in the data active means activity change below about -30%; further: on the % scale 0 is the no-effect control and ±100 the full control effect
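Inducible Hek293 Trex D1 cells (tetracycline, overnight, 30 C). Calcium dye 30–90 min RT. Antagonist mode: EC80 dopamine added after 180 s compound read.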
* hit, by the source's call; ? = inconclusive; · = not tested or not shown. Unless noted, the call rests on the fitted dose curve; in most records, active means well fitted curve in the direction sought with a large enough effect; inconclusive means small, poorly fitted or top-dose-only effect, or another doubt; inactive means no such curve, though single readings can be large; an effect the other way counts as inactive or inconclusive. Only part of the results is shown (hit frequency here may not be typical).

Sequence of screens: D1 PAM, RXFP1 antag, Glioma ERSR ind, Vif-APOBEC3F blk, D2 PAM, Vif-APOBEC3G blk, RXFP1 agonist, D1 agonist, D1 antag
> CCC(CC)NC(=O)C1CCN(c2ccc(S(=O)(=O)N3CCOCC3)cc2[N+](=O)[O-])CC1
  1.3, 1.3, -6.1%, -0.8%, -4.0, -0.2%, 1.3%, 4.1, 12.1
> O=C(Nc1ccccc1Sc1ccccc1)c1ccccc1
  -2.8, -16.5, -0.8%, -1.1%, 8.2, 1.5%, 0.8%, 2.1, -6.4
> C=CCOC(=O)C1=C(C)Nc2nc3ccccc3n2C1c1ccncc1 (configuration not stated)
  9.7, 9.1, -2.8%, 2.4%, 5.4, -1.2%, -0.7%, 2.3, 10.8
> C=CCn1c(SCC(=O)c2cccs2)nc2sc(CC)cc2c1=O
  -10.8, -5.3, -2.8%, -4.0%, -6.4, 0.4%, 2.2%, 10.4, 3.7
> O=C1CCCCC1(c1ccccc1)c1ccccc1
  ·, -18.5, -5.1%, 0.4%, ·, -5.2%, ·, ·, ·
> Cc1cccc(C)c1NC(=O)/C(C#N)=C/c1ccc(-c2ccc(C(=O)O)cc2)o1
  -6.2, 7.6, 6.3%, 3.1%, -4.5, -5.1%, 2.0%, 2.8, -9.6
> Clc1ccccc1OCCCCn1ccnc1
  -2.7, 26.2, 0.0%, 0.2%, -7.8, 1.9%, -0.5%, 2.7, -4.5
> CC(C)N(Cc1nnc(-c2ccc(Cl)cc2)o1)C(=O)c1cc2ccccc2o1
  7.1, -2.2, 1.4%, 2.6%, 17.1, 3.6%, 1.8%, 3.1, -5.1
> CCOc1ccccc1NC(=O)CSc1nnc(CNC(=O)c2cccs2)o1
  -1.6, -6.5, 0.6%, 0.8%, 4.0, -1.8%, -1.7%, 3.4, 6.5
> O=C(O)CSc1cc(NS(=O)(=O)c2cccc([N+](=O)[O-])c2)c2ccccc2c1O
  0.9, 20.3, -15.5%, ?, 11.7, ?, -0.7%, 6.0, -18.6
> O=C(Nc1ccc(CN2CCOCC2)cc1)c1ccc(F)cc1
  0.2, -1.9, -2.1%, 1.7%, 0.7, -0.2%, 3.3%, 2.4, 0.5
> CCS(=O)c1ccccc1C(=O)OCC(=O)Nc1ccc2ccccc2c1 (configuration not stated)
  ·, -5.0, -0.8%, 7.3%, ·, -1.1%, ·, ·, ·
> O=C(CNC(=O)c1ccc(Cl)cc1Cl)NCCCn1ccnc1
  -0.1, -4.9, -3.4%, 6.6%, 17.2, -0.1%, -0.9%, 4.1, -0.2
> COc1ccc(OCC(=O)Nc2ccc(-c3nc4cc(Cl)ccc4o3)cc2)cc1
  0.0, -3.8, 0.4%, 0.5%, 2.9, 0.1%, 21.6%, 0.8, -14.4
> Brc1cccc(OCCN2CCOCC2)c1
  -4.7, 4.0, 2.8%, 5.0%, -10.6, 0.4%, 0.2%, -3.2, 33.8
> COc1c(F)c(F)c(C(=O)Nc2ccccc2N2CCN(C(=O)C(C)C)CC2)c(F)c1F
  3.7, 3.4, 6.2%, -9.3%, ·, -8.2%, 3.1%, 2.0, 11.2
> O=C(COC(=O)c1ccc(S(=O)(=O)NCc2ccco2)cc1)NCc1ccc(F)cc1
  -3.6, 2.7, -3.7%, 2.2%, 64.1*, -4.7%, -3.2%, 3.5, -41.0*
> COc1ccc(NC(=O)CS(=O)(=O)c2ccccc2Cl)cc1
  -7.0, -4.8, 1.6%, -4.2%, -0.8, 3.0%, -0.7%, 0.5, -2.0
> COCOCCn1cc(CN2CCS(=O)(=O)N(Cc3ccc(-c4cccc(CO)c4)cc3)C(C)C2=O)nn1 (configuration not stated)
  ·, -5.3, -2.6%, 5.2%, ·, 4.1%, ·, ·, ·
> COc1ccc(N2CCN(C(=O)c3ccc(CSc4ccccc4)cc3)CC2)cc1
  -3.7, 3.0, -1.7%, 0.0%, 16.2, -0.3%, 3.5%, 3.4, -14.7
> C=CCN(CC=C)CC(=O)Nc1ccc(S(N)(=O)=O)cc1
  -2.5, -9.2, 4.4%, 1.0%, -4.5, 0.1%, 0.2%, 1.0, -2.1
> O=C(Nc1cccc(Cl)c1)c1cc(S(=O)(=O)NCCc2ccc(Cl)cc2)ccc1F
  -3.7, 3.0, -2.8%, ?, -2.5, -2.4%, -0.9%, 9.8, -9.8
> Cc1nn(CCC(=O)NC(C)C)c(=O)c2nn(-c3ccccc3)c(C)c12
  0.7, -17.2, -2.7%, -6.0%, -3.9, 0.8%, ·, 0.1, -1.1
> CCn1cc(-c2n[nH]c(=S)n2-c2ccc(C)cc2Br)c(=O)c2ccc(C)nc21
  2.0, 12.1, -7.3%, -1.6%, -0.6, -3.5%, 2.2%, 1.6, -12.9
> COc1ccc(N(CC(=O)NC2CCCCC2)C(=O)CNC(=O)c2cccs2)cc1OC
  ·, 6.6, -2.9%, ?, 1.2, 3.8%, 0.9%, 7.3, 0.8
> Cc1ccc(NC(=O)CN2C(=O)NC3(CCCC3)C2=O)nc1
  1.5, -3.1, -3.3%, 7.6%, -5.0, -3.7%, 0.9%, 2.2, 16.3
> COCCn1ccc2c(OCC(=O)Nc3cc(OC)ccc3OC)cccc2c1=O
  -1.9, -5.5, -1.8%, -5.6%, 19.7, -0.4%, 0.0%, 1.4, 0.7
> CCc1ccc(C(=O)NNC(=O)c2cccc(N3C(=O)CCC3=O)c2)cc1
  1.0, -3.5, -0.5%, -0.3%, -2.7, -1.1%, 3.6%, 0.7, -7.1
> Cc1cc(C(=O)C(=O)N(C)C)c(C)n1-c1ccc(Cl)cc1
  -5.0, -6.3, -5.3%, 0.2%, -4.5, 1.7%, 2.2%, 4.1, -21.5
> COc1ccc2ncc(S(=O)(=O)c3ccccc3)c(N3CCC4(CC3)OCCO4)c2c1
  -8.5, 2.9, -4.6%, 0.1%, -0.3, -2.6%, 2.5%, 5.6, -5.8
> CCCOc1ccc(C(F)(F)F)cc1NC(=O)c1cc(C)on1
  5.4, 10.4, 0.4%, 1.2%, 19.2, 0.9%, 0.2%, 2.2, ·
> CCOc1ccc(OCC)c(NC(=O)C(NS(=O)(=O)c2ccc3c(c2)oc(=O)n3C)C(C)C)c1 (configuration not stated)
  2.0, 3.6, -4.7%, -8.8%, -2.6, -7.5%, -0.2%, 0.2, -8.4
> CCOC(=O)Cn1nc(-c2ccccc2)c2cnc3ccc(C)cc3c21
  -5.7, 0.8, -1.9%, 2.1%, 4.8, -5.8%, -1.5%, -3.7, -7.0
> COc1ccc(OCC(=O)N/N=C2/C=C(C)CC2)cc1
  -2.7, -9.0, -0.9%, 5.4%, 3.7, -0.4%, 1.3%, 0.2, 12.4
> O=C(CSc1nc2ccccc2c(=O)[nH]1)c1ccccc1
  -6.5, -8.9, 0.1%, -0.2%, -5.4, -2.6%, 1.2%, 4.5, 33.6
> COc1ccc(NS(=O)(=O)c2cc(C(=O)N(C)CCc3ccccn3)ccc2Cl)cc1
  ·, -1.8, -5.4%, 5.4%, ·, -9.2%, ·, ·, ·
> Cc1cccc(OCCCn2c(CCNC(=O)C(C)C)nc3ccccc32)c1
  3.3, -6.1, 0.0%, 0.9%, 18.0, 6.2%, -1.1%, -3.7, -16.2
> Cc1c(-c2cccc(Cl)c2)nc2ccccc2c1C(=O)OCC(=O)Nc1ccc2c(c1)OCO2
  -3.5, 3.7, -5.0%, 7.9%, 11.6, -2.5%, 1.5%, -0.3, -3.4
> CN1CCN(CCOCCOc2ccc(Br)cc2Cl)CC1
  -8.2, -4.1, 0.8%, -2.9%, -34.4, -1.5%, 0.6%, 4.9, 1.9
> COc1cccc(CN(C)C(=O)c2cccc(S(=O)(=O)Nc3cccc(C)c3)c2)c1OC
  ·, -13.4, -3.5%, 3.7%, ·, 0.0%, ·, ·, ·

Entries of single compounds from above. Order of screens: D1 PAM | RXFP1 antag | Glioma ERSR ind | Vif-APOBEC3F blk | D2 PAM | Vif-APOBEC3G blk | RXFP1 agonist | D1 agonist | D1 antag
CN1CCN(CCOCCOc2ccc(Br)cc2Cl)CC1 across the screens: -8.2 | -4.1 | 0.8% | -2.9% | -34.4 | -1.5% | 0.6% | 4.9 | 1.9
CCCOc1ccc(C(F)(F)F)cc1NC(=O)c1cc(C)on1 across the screens: 5.4 | 10.4 | 0.4% | 1.2% | 19.2 | 0.9% | 0.2% | 2.2 | ·

Continued.
Sequence of screens: D1 PAM, RXFP1 antag, Glioma ERSR ind, Vif-APOBEC3F blk, D2 PAM, Vif-APOBEC3G blk, RXFP1 agonist, D1 agonist, D1 antag
> CC(OC(=O)CNC(=O)c1ccc(Br)cc1)C(=O)NC1CCCCC1C (configuration not stated)
  -3.2, 3.9, -3.4%, -13.7%, -7.2, 2.3%, 0.3%, -0.7, -2.7
> O=C(COC(=O)COc1ccc(Br)cc1)Nc1ccc2c(c1)OCCO2
  -6.7, 4.5, 0.0%, -8.8%, 2.6, 2.6%, -1.1%, 2.3, -13.7
> Cn1c(C(=O)NCc2ccc(F)cc2)cc2c(=O)n(C)c3ccccc3c21
  -1.8, ·, -0.5%, -19.6%, -6.1, 3.6%, 26.9%, 0.6, -4.9
> COc1ccc(N2CC(C(=O)NCc3ccccc3)CC2=O)cc1 (configuration not stated)
  -4.0, -4.4, -6.8%, 6.3%, -7.6, -0.3%, 0.5%, -0.2, -1.8
> Cc1ccc(-n2nc(C)c3c(C(=O)Nc4ccccc4C(F)(F)F)cc(C)nc32)cc1
  0.3, 2.3, -2.6%, -1.7%, ·, -1.0%, -1.8%, -0.1, 7.8
> c1ccc(Nc2nc3ccccc3n3nnnc23)cc1
  -4.0, -37.5, 4.0%, ?, 3.7, -20.9%, -0.6%, 1.1, -68.8*
> CN(c1ccc(OCC(=O)OCC(=O)Nc2ccc([N+](=O)[O-])cc2)cc1)S(=O)(=O)c1cccs1
  ·, -0.2, -4.6%, -21.2%, ·, 0.6%, ·, ·, ·
> Cc1ccc(NC(=O)Cn2c(=O)n(Cc3ccco3)c(=O)c3ccc(C(=O)NC4CCCC4)cc32)c(C)c1
  0.3, ·, 0.7%, -18.6%, -5.8, -5.2%, 0.1%, 1.0, 8.2
